Rad51 HR inh – human RAD51 strand exchange inhibitors, primary screen, biochemical, fluorescence | 0.085% of 200,000 active | DNA repair protein RAD51 homolog 1 (Homo sapiens), Q06609 | hRad51 DNA strand exchange, fluorescence dequenching | inhibition, % at 10 µM;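 active means inhibition above 40% at the single screening dose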;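 further: 0% = DMSO control wells and 100% = blanks with heterologous ssDNA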
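Test system: preformed human Rad51 ssDNA filaments. Compound dosing: single dose, 10 µM final compound. Incubation: filaments 15 min 37 °C, then compound 30 min. Technique: FRET fluorescence dequenching, excitation 485 nm, emission 520 nm. Read-out basis: percent inhibition from fluorescence, normalised to plate control and blank means. Benchmarks: plate controls and plate blanks.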
zVAD death inh – inhibitors of zVAD-triggered necroptosis, primary screen, L929 cells; L929 zVAD necroptosis rescue, ATP luminescence, 24 h; with zVAD 60 µM; viability rescue, % at 10 µM; 0.38% of 220,000 active;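 active means activation, scaled between plate controls, above about 75%, limit read from the data; inactive means activation under that limit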;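 further: 0% = zVAD with DMSO and 100% = DMSO alone without zVAD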
FXIIa inh 1536 – human FXIIa protease inhibitors, primary screen, biochemical, 1536-well | Coagulation factor XII (Homo sapiens), P00748 | purified FXIIa, Boc-QGR-AMC fluorogenic substrate, 2 h | inhibition, % at 5 µM | 0.3% of 220,000 active; in the data active means inhibition above about 40%;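 further: 0% = enzyme with no compound and 100% = blank without enzyme; many of its hits are not listed in these tables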
Target sequence (P00748 20-372 limits assumed): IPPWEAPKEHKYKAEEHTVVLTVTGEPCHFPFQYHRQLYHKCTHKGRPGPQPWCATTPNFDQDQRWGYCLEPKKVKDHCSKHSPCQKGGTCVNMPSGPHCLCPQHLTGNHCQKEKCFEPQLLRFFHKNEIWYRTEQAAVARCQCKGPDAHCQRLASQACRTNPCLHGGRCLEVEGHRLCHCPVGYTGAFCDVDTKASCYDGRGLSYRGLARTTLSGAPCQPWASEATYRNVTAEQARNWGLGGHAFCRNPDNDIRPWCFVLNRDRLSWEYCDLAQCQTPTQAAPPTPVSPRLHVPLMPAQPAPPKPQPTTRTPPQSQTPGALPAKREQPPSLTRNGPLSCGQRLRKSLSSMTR
Target sequence (P00748 373-615 limits assumed): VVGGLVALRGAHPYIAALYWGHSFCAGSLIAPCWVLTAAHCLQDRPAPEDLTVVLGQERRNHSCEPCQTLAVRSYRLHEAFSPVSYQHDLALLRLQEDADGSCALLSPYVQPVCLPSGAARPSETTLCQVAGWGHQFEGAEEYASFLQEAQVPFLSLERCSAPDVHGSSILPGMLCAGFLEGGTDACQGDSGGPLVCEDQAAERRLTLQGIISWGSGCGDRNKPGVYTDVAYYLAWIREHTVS
KCC2 mod – KCC2 cotransporter modulators, thallium flux, primary screen, cell-based, HEK293 KCC2, FluoZin-2 fluorescence, MLSMR; Solute carrier family 12 member 5 (Homo sapiens), Q9H2X9; KCC2 cells, thallium flux FluoZin-2 fluorescence; B-score of Tl+ flux slope (higher = more flux/activation; lower = inhibition) at 10 µM; 2.2% of 190,000 active;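 active means thallium flux slope and its plate-corrected score both differing from the plate sample mean at a set confidence after two filtering rounds, in either direction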;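 further: slope of fluorescence scaled to starting intensity during 10 to 20 s after thallium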
FXIa inh – human FXIa protease inhibitors, primary screen, biochemical, 1536-well; Coagulation factor XI (Homo sapiens), P03951; purified FXIa, Boc-Glu-Ala-Arg-AMC fluorogenic substrate; inhibition, % at 5 µM; 0.14% of 220,000 active;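 active means inhibition of at least 40%; inactive means inhibition below 40%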;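 further: fluorescence of freed AMC excited at 355 nm; 0% = enzyme without compound and 100% = no enzyme blank; many of its hits are not listed in these tables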
thrombin 1536 – human alpha-thrombin inhibitors, primary screen, counter-screen for coagulation protease inhibitor project, biochemical, 1536-well, fluorogenic AMC substrate | Prothrombin (Homo sapiens), P00734 | Boc-VPR-AMC fluorogenic substrate cleavage | inhibition, % at 5 µM | 0.26% of 220,000 active;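 active means inhibition at or above 40%; inactive means inhibition below 40%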;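 further: 0% = enzyme with no compound and 100% = wells without enzyme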
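Material: human alpha-thrombin enzyme / Medium: pH 7.5 Tris (50 mM) with NaCl 150 mM, Tween 20 0.05% / Compound: single-point dosing at 5 µM, 0.2% DMSO / Incubation: enzyme reaction carried out at room temperature / Detection: AMC fluorescence, 355/460 nm / Read-out basis: percent inhibition scaled between no-compound controls and no-enzyme blanks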
Hck Nef HTS – inhibitors of Nef-activated human Hck kinase, primary screen, biochemical, Z-Lyte FRET, 384-well, Hck-YEEI; Tyrosine-protein kinase HCK (Homo sapiens), P08631; Recombinant Hck-YEEI plus Nef, Z-Lyte FRET kinase assay; inhibition, % at 20 µM; 0.68% of 220,000 active;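 active means Hck-Nef kinase inhibition above about 50%, limit read from the data; inactive means inhibition below that limit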;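 further: 0% = DMSO with Hck plus Nef and 100% = Hck alone without Nef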
TNF death inh – inhibitors of TNF-alpha triggered necroptosis, primary screen, cell-based, Jurkat FADD-/-, single concentration; Jurkat FADD-/- TNF necroptosis rescue, ATP luminescence, 24 h; 0 = TNF only, 100 = no-TNF cells; activation (protection from cell death), % at 10 µM; 0.068% of 220,000 active; AID 463075, 2010;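 active means activation, meaning protection from cell death, of at least 50% relative to plate controls; inactive means activation below 50%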;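 further: necroptosis triggered by 40 ng/mL TNF-alpha added together with compound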
hK5 inh – human KLK5 protease inhibitors, primary screen, biochemical, 1536-well | Kallikrein-5 (Homo sapiens), Q9Y337 | recombinant hK5, fluorogenic AMC substrate cleavage | inhibition, % at 5 µM | 0.59% of 210,000 active | AID 873, 2007;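 active means inhibition of 40% or more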;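 further: 0% = enzyme controls without compound and 100% = no-enzyme blanks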
Target sequence (Q9Y337 67-293 limits assumed): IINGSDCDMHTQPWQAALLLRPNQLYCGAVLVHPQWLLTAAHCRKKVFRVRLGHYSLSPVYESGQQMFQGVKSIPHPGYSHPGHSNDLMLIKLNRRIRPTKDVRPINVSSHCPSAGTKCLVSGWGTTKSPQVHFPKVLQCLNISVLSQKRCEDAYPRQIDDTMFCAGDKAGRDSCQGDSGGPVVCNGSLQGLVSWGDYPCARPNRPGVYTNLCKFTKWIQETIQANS
* hit, by the source's call; / = not tested or not shown.

#1 CC(C)C(NC(=O)c1ccccc1NC(=O)c1ccco1)C(=O)O (stereo not drawn)
#2 O=C(CSc1n[nH]c(=O)n1-c1ccc2c(c1)OCCO2)Nc1ccccc1
#3 COc1ccc(-c2cc3ccccc3n2CC(O)CN2CCCCC2)cc1 (stereo not drawn)
#4 CNC(=S)N1N=C(c2ccc(OC)cc2)CC1c1ccc(N(C)C)cc1 (stereo not drawn)
#5 CCOC(=O)c1[nH]c2ccccc2c1NC(=O)C(C)(C)C
#6 CCOC(=O)c1[nH]c2ccccc2c1NC(=S)Nc1cccc(C)c1C
#7 COCc1cc(=O)[nH]c2cc(NC(=O)C(C)(C)CCl)c(C)cc12
#8 Cc1ccc(OCC(O)Cn2c(=N)n(Cc3ccccc3)c3ccccc32)cc1 (stereo not drawn)
assay / entry | 1 | 2 | 3 | 4 | 5 | 6 | 7 | 8
TNF death inh | -1.8 | 2.6 | 1.5 | -2.5 | 0.2 | -3.6 | -2.7 | -8.7
zVAD death inh | -0.2 | 0.7 | 0.4 | -0.1 | 0.5 | 34 | 0.3 | -2.6
KCC2 mod | / | 1.2 | -0.55 | 0.12 | 0.0035 | 0.012 | / | /
Rad51 HR inh | 2 | -7 | / | 5 | 9 | / | 0 | -10
FXIIa inh 1536 | 15 | 6 | 8 | 17 | 0 | 11 | 6 | -7
hK5 inh | -3 | 0 | 1 | 1 | -23 | -13 | -28 | -14
thrombin 1536 | 0 | -3 | -3 | 3 | -8 | 10 | -1 | 3
FXIa inh | -7 | 3 | 2 | 6 | -12 | 6 | -8 | 3
Hck Nef HTS | -3 | 13 | 32 | 1 | 7 | 48 | 1 | -1

5 structures already listed, ordered by heavy-atom count, ascending.
#7 COCc1cc(=O)[nH]c2cc(NC(=O)C(C)(C)CCl)c(C)cc12
#1 CC(C)C(NC(=O)c1ccccc1NC(=O)c1ccco1)C(=O)O (stereo not drawn)
#6 CCOC(=O)c1[nH]c2ccccc2c1NC(=S)Nc1cccc(C)c1C
#2 O=C(CSc1n[nH]c(=O)n1-c1ccc2c(c1)OCCO2)Nc1ccccc1
#8 Cc1ccc(OCC(O)Cn2c(=N)n(Cc3ccccc3)c3ccccc32)cc1 (stereo not drawn)
assay / entry | 7 | 1 | 6 | 2 | 8
TNF death inh | -2.7 | -1.8 | -3.6 | 2.6 | -8.7
zVAD death inh | 0.3 | -0.2 | 34 | 0.7 | -2.6
KCC2 mod | / | / | 0.012 | 1.2 | /
Rad51 HR inh | 0 | 2 | / | -7 | -10
FXIIa inh 1536 | 6 | 15 | 11 | 6 | -7
hK5 inh | -28 | -3 | -13 | 0 | -14
thrombin 1536 | -1 | 0 | 10 | -3 | 3
FXIa inh | -8 | -7 | 6 | 3 | 3
Hck Nef HTS | 1 | -3 | 48 | 13 | -1

(listing goes on)
#9 CCNC(=O)NC(=O)COc1ccccc1C#N
#10 Cc1ccc(CSc2nnnn2C)cc1
#11 Nc1nn(S(=O)(=O)c2ccccc2)cc1-c1ccc([N+](=O)[O-])cc1
#12 C(=N\Nc1nc(-c2cccnc2)nc2ccccc12)/c1ccccc1
#13 CC(C)N1C(=S)SC(C)(C)C1n1oc(=O)n(-c2cccc(Cl)c2)c1=O (stereo not drawn)
#14 CC1(C)CC(=O)C2=C(C1)N(Cc1cccnc1)C(=O)C2(NC(=O)c1cccnc1)C(F)(F)F (stereo not drawn)
#15 Cc1nnc(SCc2cccc([N+](=O)[O-])c2)s1
#16 COC(=O)/C=C/c1cnc2ccccc2c1
assay / entry | 9 | 10 | 11 | 12 | 13 | 14 | 15 | 16
TNF death inh | 1.2 | 25 | 5.3 | -12 | -0.8 | -4.0 | 11 | 2.3
zVAD death inh | 1.6 | 1.7 | -0.2 | 1.2 | 0.6 | 0.1 | 3.5 | 1.0
KCC2 mod | 0.049 | -0.17 | -0.26 | -1.4 | -1.1 | 0.057 | 1.3 | -0.81
Rad51 HR inh | -6 | 3 | -1 | / | -42 | 2 | -2 | -55
FXIIa inh 1536 | 13 | -4 | 5 | 4 | 10 | 0 | 3 | -1
hK5 inh | 0 | -22 | -16 | -1 | / | 18 | -18 | -4
thrombin 1536 | 0 | -5 | -3 | -6 | 11 | -9 | -3 | -4
FXIa inh | 6 | -3 | -7 | 1 | 0 | -8 | -7 | -6
Hck Nef HTS | -2 | 4 | 0 | -14 | 2 | 2 | 13 | 11

Three entries already listed, arranged by their value in KCC2 mod, largest number first:
No. | mol | KCC2 mod
10 | Cc1ccc(CSc2nnnn2C)cc1 | -0.17
11 | Nc1nn(S(=O)(=O)c2ccccc2)cc1-c1ccc([N+](=O)[O-])cc1 | -0.26
16 | COC(=O)/C=C/c1cnc2ccccc2c1 | -0.81

(list continues)
#17 Cc1ccccc1NC(=O)COC(=O)c1cccnc1
#18 Cc1cc(Cl)ccc1Nc1ncccc1C(N)=O
#19 COc1ccc(SCC(=O)Nc2ccc(N3CCN(C)CC3)c(F)c2)cc1
#20 Cc1ccc(S(=O)(=O)NCc2ccncc2)cc1
#21 O=C(CSc1nnc(Cc2ccccc2)o1)Nc1ccccc1
#22 CC1CCCCC1NC(=O)CN1C(=O)CSc2cc(S(=O)(=O)N3CCCCCC3)ccc21 (stereo not drawn)
#23 Cc1ccc(CNC(=O)CSc2c3c(nc4ccc(Cl)cc24)CCCC3)o1
#24 CN(C(=O)COC(=O)c1ccc2c(c1)NC(=O)CS2)C1CCS(=O)(=O)C1 (stereo not drawn)
assay / entry | 17 | 18 | 19 | 20 | 21 | 22 | 23 | 24
TNF death inh | -0.3 | 1.0 | 7.4 | -12 | 0.8 | -1.2 | -0.7 | -2.1
zVAD death inh | -0.2 | 0.3 | 3.4 | -0.2 | -0.7 | / | 0.2 | 0.0
KCC2 mod | -0.0095 | -1.4 | -0.21 | 0.0085 | / | -3 | 4.8* | /
Rad51 HR inh | 27 | 6 | 6 | 0 | 10 | / | 1 | -2
FXIIa inh 1536 | 6 | 3 | 0 | 11 | -2 | 3 | 10 | 11
hK5 inh | 1 | -6 | -14 | 1 | 5 | -2 | 3 | -13
thrombin 1536 | 3 | -5 | -1 | 4 | -4 | -1 | -3 | 0
FXIa inh | 3 | 2 | -8 | 0 | -6 | -1 | -1 | -1
Hck Nef HTS | -11 | 2 | -8 | 1 | 17 | 0 | 2 | 0

#25 CCOC(=O)C1CCN(C(=S)Nc2ccc(S(N)(=O)=O)cc2)CC1
#26 CCN(CC)CCNC(CC(=O)Nc1ccc(Cl)cc1Cl)C(=O)O (stereo not drawn)
#27 CC(C)c1ccc(CN2CC(C(=O)O)CC2=O)cc1 (stereo not drawn)
#28 COc1ccc(/C=C/C(=O)c2cc(Cl)cc(Cl)c2O)c(OC)c1
assay / entry | 25 | 26 | 27 | 28
TNF death inh | 0.7 | -2.1 | 0.7 | -0.7
zVAD death inh | 0.8 | -0.1 | -0.2 | 1.6
KCC2 mod | 1.9 | -0.54 | 0.28 | 0.11
Rad51 HR inh | / | -14 | -7 | /
FXIIa inh 1536 | 3 | 8 | -3 | 4
hK5 inh | -12 | -4 | 11 | 0
thrombin 1536 | -4 | 0 | -6 | -7
FXIa inh | -6 | 7 | -10 | -2
Hck Nef HTS | 4 | 3 | 1 | 21

Bioassay records as filed in PubChem BioAssay.

A portion of the library, so the mix of outcomes need not match the whole.
